Assay outcomes (PubChem BioAssay)
IDH1 R132H inh = qHTS for Inhibitors of mutant isocitrate dehydrogenase 1 (IDH1): qHTS. 390,000 tested, 0.093% active. Potency, µM (top dose mostly 76.6 µM), without a hit: at the highest dose activity change, negative = inhibition, actives largely listed as inhibitors. Isocitrate dehydrogenase [NADP] cytoplasmic (Homo sapiens), O75874. IDH1-R132H enzyme, NADPH consumption, diaphorase/resazurin fluorescence; note: potency is the fitted concentration of half-maximal effect; % is set by controls: 0 for no effect and ±100 for the full control effect; nearly all actives have a fitted effect of over 65% in size
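IDH1-R132H (0.5 ug/mL dispensed) in pH 7.5 Tris buffer was preincubated 30 min with compound, then given a substrate mix of 0.016 mM NADPH and 2 mM alpha-KG for 80 min at room temperature; remaining NADPH was read by diaphorase/resazurin fluorescence.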
TrxR1 substrate = qHTS Assay for Substrates of Mammalian Selenoprotein Thioredoxin Reductase 1 (TrxR1): qHTS; Thioredoxin reductase 1, cytoplasmic (Rattus norvegicus), O89049; purified TrxR1 substrate turnover, NADPH consumption readout; Potency, µM (doses to about 114 µM), for inactives: at the highest dose activity change, negative = substrate turnover; 390,000 tested, 0.01% active; note: potency is the fitted concentration of half-maximal effect; % is set by controls: 0 for no effect and ±100 for the full control effect; nearly all actives have a fitted effect of over 50% in size
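Rat TrxR1, dispensed at 90 nM, was prereduced with 400 uM NADPH (final) for 5 min at ~22 deg C, then incubated with compound 15 min before 400 uM selenite. A first-read NADPH fluorescence drop versus no-compound background flagged substrates.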
USP1 inh = Inhibitors of USP1/UAF1: Primary Screen. Ubiquitin carboxyl-terminal hydrolase 1 (Homo sapiens), O94782. recombinant USP1/UAF1, Ub-Rhodamine cleavage fluorescence. Potency, µM (highest dose often 57.1 µM), inactives show top-dose activity change, negative = inhibition, usual class: inhibitors. 390,000 tested, 0.23% active; note: potency is the fitted concentration of half-maximal effect; % is set by controls: 0 for no effect and ±100 for the full control effect; nearly all actives have a fitted effect of over 60% in size; inactives centre near -12
Target sequence (O94782 whole entry, looked up): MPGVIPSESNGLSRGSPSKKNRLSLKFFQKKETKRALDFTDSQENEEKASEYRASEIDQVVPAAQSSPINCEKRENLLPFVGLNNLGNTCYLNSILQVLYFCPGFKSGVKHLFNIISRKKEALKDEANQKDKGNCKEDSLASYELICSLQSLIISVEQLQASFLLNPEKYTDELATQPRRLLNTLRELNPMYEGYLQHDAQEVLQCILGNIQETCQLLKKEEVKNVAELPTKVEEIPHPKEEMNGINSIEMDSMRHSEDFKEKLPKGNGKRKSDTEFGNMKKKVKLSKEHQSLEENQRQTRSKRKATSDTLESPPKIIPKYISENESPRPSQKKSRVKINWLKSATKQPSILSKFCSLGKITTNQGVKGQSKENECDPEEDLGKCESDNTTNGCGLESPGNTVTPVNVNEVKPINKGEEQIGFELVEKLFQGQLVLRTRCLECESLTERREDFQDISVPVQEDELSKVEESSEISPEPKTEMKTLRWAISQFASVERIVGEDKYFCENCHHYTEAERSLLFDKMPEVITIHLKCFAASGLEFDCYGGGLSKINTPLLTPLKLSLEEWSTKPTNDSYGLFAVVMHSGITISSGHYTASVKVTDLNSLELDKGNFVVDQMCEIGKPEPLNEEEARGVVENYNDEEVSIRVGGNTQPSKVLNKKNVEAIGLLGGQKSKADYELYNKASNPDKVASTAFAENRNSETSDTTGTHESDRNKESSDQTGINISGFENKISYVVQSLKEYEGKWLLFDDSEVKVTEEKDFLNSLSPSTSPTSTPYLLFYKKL
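USP1/UAF1 complex (1 nM) preincubated 15 min at room temperature with compound, then Ub-Rho substrate (150 nM final) added. Kinetic fluorescence at 480/540 nm over 6 reads at 60 s intervals; 50 mM HEPES pH 7.8, 0.5 mM EDTA, 0.1 mg/ml BSA, 1 mM TCEP, 0.01% Tween-20.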
Vif-A3F inh = qHTS for Inhibitors of Vif-A3F Interactions: qHTS | HeLa A3F-eYFP + Vif (tagged APOBEC3F with the HIV-1 protein that degrades it), YFP fluorescence increase | Potency, µM (highest dose often 46.1 µM), for the others: at the top dose activity, negative = active | 390,000 tested, 0.2% active; note: potency is the fitted concentration of half-maximal effect; % of control where 0% means no effect; nearly all actives have a fitted effect of over 65% in size
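Fluorescence increase (Ex 488/Em 500-530) after overnight compound treatment at 37 deg C flags inhibition of Vif-driven A3F-eYFP loss in stable HeLa A3F-eYFP/Vif cells seeded overnight beforehand.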
Glioma ERSR ind = qHTS for Inducers of the Endoplasmic Reticulum Stress Response (ERSR) in Human Glioma: qHTS; AID 602332, 2012; U87-MG GRP78 promoter luciferase reporter, 16 h; Potency, µM, for inactives: at the highest dose activation, hits mostly activators; 420,000 tested, 0.02% active; note: potency is the fitted concentration of half-maximal effect; series mostly up to about 76 µM; % of control where 0% means no effect; nearly all actives have a fitted effect of over 35% in size
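Stably transfected U87-MG glioma cells carrying a GRP78-based luciferase sensor; 16 h compound incubation. Luminescence end-point read 10 min after Bright-Glo addition at room temperature.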
LDHA block = qHTS assay for inhibitors of human lactate dehydrogenase; L-lactate dehydrogenase A chain (Homo sapiens), P00338; purified LDHA, NADH/diaphorase-resazurin fluorescence; active compounds read low; activity change, % (values are at about 110 or 230 µM); 480,000 tested, 0.15% active; in the data active = activity change below about -30%; inconclusive = mostly about -25% to -30%;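 note: plate controls were DMSO wells for no effect and wells without enzyme for full effect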
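Resorufin fluorescence (ex540/em590), read at 0 and 20 min after diaphorase/resazurin addition, reports the NADH left after a 5 min room-temperature reaction of 2 nM human LDH5 with 0.06 mM NADH and 0.2 mM pyruvate.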
RGS4 inhibitor = Inhibitors of Regulator of G Protein Signaling (RGS) 4: qHTS; Regulator of G-protein signaling 4 (Homo sapiens), P49798; Transcreener GDP fluorescence polarization, RGS4-accelerated GTP hydrolysis; Potency, µM (top dose mostly 114 µM), for the others: at the highest dose activity change, negative = inhibition, usual class: inhibitors; 390,000 tested, 0.039% active; note: potency is the fitted concentration of half-maximal effect; % is set by controls: 0 for no effect and ±100 for the full control effect; nearly all actives have a fitted effect of over 75% in size; some results filed as inactive show a strong effect at the top dose
Target sequence (P49798 whole entry, looked up): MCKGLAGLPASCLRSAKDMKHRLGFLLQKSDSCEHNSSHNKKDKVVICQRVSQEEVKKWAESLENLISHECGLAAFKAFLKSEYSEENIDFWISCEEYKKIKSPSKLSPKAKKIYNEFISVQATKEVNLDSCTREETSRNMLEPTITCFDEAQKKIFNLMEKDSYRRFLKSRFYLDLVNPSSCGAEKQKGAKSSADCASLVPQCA
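MLSMR compounds (23 nl, pin-transferred) preincubated 10 min at room temperature with a 500nM (2x) first reagent, then RGS4 at 900nM (2x) plus Transcreener GDP mix added; fluorescence polarization (620/688 nm) read before and after 90 min at 30 °C.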
Vif-APOBEC3G blk = qHTS for Inhibitors of Vif-A3G Interactions: qHTS; AID 602310, 2012; 410,000 tested, 0.076% active; Potency, µM (highest dose often 46.1 µM), without a hit: top-dose activity, negative = active, usual class: inhibitors; HeLa A3G-eYFP + Vif (tagged APOBEC3G with the HIV-1 protein that degrades it), YFP fluorescence, overnight; DNA dC->dU-editing enzyme APOBEC-3G (Homo sapiens), Q9HC16;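 note: potency is the fitted concentration of half-maximal effect; % is set by controls: 0 for no effect and ±100 for the full control effect; nearly all actives have a fitted effect of over 60% in size; hits raise eYFP signal because A3G escapes Vif-driven loss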
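Read-out is eYFP fluorescence (Ex 488/Em 500-530) from Vif-expressing HeLa A3G-eYFP cells; more signal means A3G escaped Vif-mediated degradation. Cells plated overnight, compound pinned in, incubated overnight at 37 deg C.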
TrxR1 inh = qHTS Assay for Inhibitors of Mammalian Selenoprotein Thioredoxin Reductase 1 (TrxR1): qHTS | Thioredoxin reductase 1, cytoplasmic (Rattus norvegicus), O89049 | recombinant rTrxR1, NADPH fluorescence consumption, selenite substrate | Potency, µM (titrated, usually from 114 µM), inactives show top-dose activity change, negative = inhibition, most hits filed as inhibitors | 390,000 tested, 1% active; note: potency is the fitted concentration of half-maximal effect; % is set by controls: 0 for no effect and ±100 for the full control effect; nearly all actives have a fitted effect of over 65% in size
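Rat TrxR1 (90 nM in the dispensed reagent) was pre-reduced with 400 uM NADPH for 5 min at room temperature, then incubated with compound for 15 min. After 400 uM selenite was added, NADPH fluorescence (Ex 340/Em 450 nm) was followed for 8 min.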
* = called active by the depositor; ? = inconclusive; . = not tested or not shown; [ ] = dose if it differs, or a comment. Unless noted, calls come from the whole dose curve; as a rule, active = well fitted curve in the direction sought with a large enough effect; inconclusive = small, poorly fitted or top-dose-only effect, or another doubt; inactive = no such curve, though single readings can be large; an effect the other way counts as inactive or inconclusive.

SMILES	IDH1 R132H inh	TrxR1 substrate	USP1 inh	Vif-A3F inh	Glioma ERSR ind	LDHA block	RGS4 inhibitor	Vif-APOBEC3G blk	TrxR1 inh
COc1ccc(-c2ccc3c(N)c(C(=O)Nc4cccc(C)c4)sc3n2)cc1	-12%	16%	-12%	1%	-7%	-9	-3%	-10%	18%
Cc1ccc(NC(=O)Cn2c(=O)oc3ccccc32)c(C)c1	0%	-2%[57.1 µM]	-15%	2%	-2%	-6	-4%	-2%	7%[57.1 µM]
CNC(=O)C[C@H]1C(=O)N(c2ccc(Br)cc2)C[C@@H]1CSC	2%	.	-23%	5%	-5%	-3	.	0%	.
CC1(C)CC(=O)C2=C(C1)Nc1ccccc1N1C(=O)c3ccccc3C21 (stereo not given)	2%	6%	-5%	-9%	2%	-3	9%	1%	22%
CC(=O)c1cc(C#N)c(N(C)Cc2ccccc2)nc1C	13%	-4%	-11%	-2%	1%	-6	8%	-10%	-1%
Cc1cc(C(=O)CN2C(=O)NC3(CCCC3)C2=O)c(C)n1-c1ccc2c(c1)OCO2	6%	-4%	-12%	-4%	3%	5	-2%	-7%	-4%
Cc1cccc(C(C)C)c1NC(=O)c1ccc(OCC2CCCO2)cc1 (stereo not given)	-2%	-3%	-4%	1%	-5%	-11	9%	0%	4%
Cc1ccc(C)c(N2CCN(c3ccc(NC(=O)c4cccs4)cc3C(=O)O)CC2)c1	-3%	4%[57.1 µM]	-13%	-11%	-3%	-1	-9%	-4%	5%[57.1 µM]
C#CCOc1ccc(Br)cc1/C=N/O	3%	9%[57.1 µM]	-1%	-1%	1%	-6	2%	-3%	-6%[57.1 µM]
CCCCn1c(=O)nc2n(-c3ccc(F)cc3)c3ccccc3cc-2c1=O	-13%	53%[activator]	?	-9%	-1%	-1	-20%	-24%	9%
COc1ccccc1NC(=O)CSc1nc2ccccc2nc1N1CC(C)OC(C)C1 (stereo not given)	-15%	6%[57.1 µM]	-12%	4%	0%	1	6%	1%	0%[57.1 µM]
CCCOc1ccccc1C(=O)N1CCNC(=O)C1CC(=O)OC(C)C (stereo not given)	2%	10%[57.1 µM]	-11%	1%	-5%	-5	3%	2%	12%[57.1 µM]
Nc1c(C(=O)CSc2nnc(-c3ccccc3F)o2)c(=O)[nH]c(=O)n1C1CC1	2%	6%	-17%	13%	-2%	-7	-9%	0%	16%
CCc1ccc2oc(-c3ccc(OC)cc3)cc(=Nc3cccc(C(=O)O)c3)c2c1	-4%	162%	-24%	8%	-11%	2	?	-2%	15%[57.1 µM]
Cc1cc(Cl)ccc1Oc1nccc(N(C)C)c1C#N	1%	-2%	-1%	-2%	2%	-1	-9%	-1%	-9%
CCc1ccc(-n2c(SCC(=O)N3CCC(C(=O)O)CC3)nnc2-c2ccncc2)cc1	1%	9%[57.1 µM]	-17%	0%	-3%	-15	8%	2%	21%[57.1 µM]
O=C(COc1ccc(-n2ccnc2)cc1)Nc1cccc(Cl)c1	4%	-2%[57.1 µM]	-14%	9%	-1%	3	-45%	-5%	15%[57.1 µM]
COc1cccc(-c2nnc(SCC(=O)N(C)C3CCCCC3)o2)c1	.	-3%	13%	.	.	-4	13%	.	22%
Cn1c(C(=O)NCCCN2CCCC2=O)cc2c(=O)n(C)c3ccccc3c21	7%	7%[57.1 µM]	-19%	3%	3%	2	3%	-1%	13%[57.1 µM]
CC[n+]1c(C)n(-c2ccccc2)c2ccc(NC(C)=O)cc21	-9%	0%[57.1 µM]	-24%	12%	3%	-3	-22%	2%	-8%[57.1 µM]
CCN(C(=O)c1ccc2c(=O)n3c(nc2c1)CCCCC3)c1cc(C)ccc1C	.	4%	10%	.	.	-2	-1%	.	7%
O=C(C1CC(=O)N(c2ccc(Br)cc2)C1)N1CCCC1 (stereo not given)	-2%	-9%	-4%	6%	-5%	-2	3%	1%	-5%
N#Cc1c2n(c3c(=O)n(CC(=O)c4ccc(Br)cc4)cnc13)CCCC2	1%	7%[57.1 µM]	-19%	-2%	-7%	-3	-6%	0%	8%[57.1 µM]
O=C(NNC(=S)NC(=O)c1ccc(Br)cc1)c1cccc([N+](=O)[O-])c1	-6%	-1%	-11%	0%	-5%	0	-34%	-1%	?
CCOC(=O)C1CCN(C(c2cc3cc(C)cc(C)c3[nH]c2=O)c2nnnn2C2CCCCC2)CC1 (stereo not given)	9%	4%	4%	1%	-3%	-3	-3%	5%	1%
CCC(C)c1ccc(O)c(NC(=O)c2cccnc2)c1 (stereo not given)	2%	-5%	-11%	.	1%	-2	-31%	2%	7%
COC(=O)Cn1cnc2c(cnn2-c2ccccc2)c1=O	-1%	-4%	0%	5%	6%	0	19%	-1%	-3%
c1csc(-c2ncc3ccccn23)c1	0%	23%	2%	-3%	-1%	-4	13%	0%	0%[57.1 µM]
O=C(C1=C(O)C(=O)N(CCN2CCOCC2)C1c1ccc(Cl)cc1)c1cc2ccccc2o1 (stereo not given)	-10%	-8%	-22%	12%	-5%	5	6%	-4%	?
O=C(O)c1nn(CC(=O)N(C2CCCCC2)C2CCCCC2)c(=O)c2ccccc12	-12%	0%	-6%	2%	1%	1	15%	-1%	5%
Cc1cc(NC(=O)CCc2ccc(S(=O)(=O)N3CCOCC3)cc2)n(-c2ccccc2)n1	0%	-8%	7%	-2%	-5%	-7	-32%	2%	-10%
COc1ccc(C(=O)O)cc1S(=O)(=O)NC(C)C	-10%	7%	-29%	-2%	-5%	-7	4%[11.4 µM]	2%	-10%
CCn1ncc([N+](=O)[O-])c1C(=O)Nc1ccc(C(=O)N2CCCCC2)cc1	6%	2%	-12%	3%	-6%	-2	25%	2%	8%
Cc1cccc(N2Cc3ccccc3C2=NC(=O)c2ccc(Cl)nc2)c1	3%	2%	-6%	-18%	4%	6	8%	-1%	-10%[57.1 µM]
Cc1c(-c2cccc(Cl)c2)nc2ccccc2c1C(=O)OC/C(O)=C(\C#N)c1nc2ccccc2[nH]1	4%	14%	?	?	-2%	-6	2%	-11%	13%[57.1 µM]
COCC(=O)N(C)C[C@H]1N[C@@](C)(C(=O)OC)[C@H]2C(=O)N(Cc3ccccc3)C(=O)[C@@H]12	2%[38.3 µM]	3%	-10%	7%	-4%	-2	-5%	-7%	7%
CCOc1cc(C(=O)Nc2ccc3oc(-c4ccc(F)cc4Cl)nc3c2)cc(OCC)c1OCC	.	20%	-25%	.	.	-16	-19%	.	-3%
CC(C)N(Cc1nc(-c2ccccc2)no1)C(=O)CCCN1C(=O)c2ccccc2C1=O	2%	8%	-2%	-9%	-2%	-18	34%	-1%	24%
CN(C)c1cccc(C(=O)NNC(=O)CN2C(=O)C3CC=CCC3C2=O)c1 (stereo not given)	-5%	7%	-1%	-15%	5%	5	-2%	-6%	14%
COc1cccc(-c2sc3ccc(OC)cc3c2C#CC(C)(C)O)c1	-1%	10%	?	5%	-4%	3	-14%	-17%	4%
O=C(CSc1nnc(NC(=O)c2ccc(S(=O)(=O)N3CCOCC3)cc2)s1)Nc1ccccc1C(F)(F)F	-5%	0%	-6%	-12%	-1%	-4	18%	2%	-6%
CC(C)C(NS(=O)(=O)c1ccccc1)C(=O)OCC(=O)NNC(=O)c1ccccc1 (stereo not given)	9%	-4%	-4%	-17%	-2%	-4	0%	0%	-9%
Cc1nc2c(C(=O)NCCc3ccccc3Cl)c[nH]n2c(=O)c1Cl	20%	-4%	-7%	3%	1%	9	-29%	1%	-17%
CCOc1cc(/C=C2\SC(=NC)N(C)C2=O)cc(Cl)c1OC(C)=O	29%	-3%	-6%	-5%	2%	-7	35%	-8%	7%
Cc1cc(C)nc(-n2nc(C)cc2NC(=O)c2ccc(F)cc2F)n1	0%	5%	-14%	13µM*	0%	2	-17%	5%	4%
O=C(NC1CCCc2ccccc21)C1CCCO1 (stereo not given)	-2%	-3%	-4%	-3%	1%	2	11%	2%	12%
COC(CN(C)S(=O)(=O)c1cc2c3c(c1)CCN3C(=O)CC2)OC	7%	-1%	-12%	-6%	-7%	0	-20%[11.4 µM]	-5%	2%

This is a subset; the hit share may differ from the screen's.
